# Source: PubChem BioAssay
# D2 antag = HTS Assay for Allosteric Antagonists of the Human D2 Dopamine Receptor: Primary Screen for Antagonists; HEK293 TREx D2 cells, calcium flux, dopamine EC80; inhibition, % at 10 µM; 2% of 340,000 active; D(2) dopamine receptor (Homo sapiens), P14416; in the data active = inhibition above about 30%; note: 0% is about no effect
# Target sequence (P14416 whole entry, looked up): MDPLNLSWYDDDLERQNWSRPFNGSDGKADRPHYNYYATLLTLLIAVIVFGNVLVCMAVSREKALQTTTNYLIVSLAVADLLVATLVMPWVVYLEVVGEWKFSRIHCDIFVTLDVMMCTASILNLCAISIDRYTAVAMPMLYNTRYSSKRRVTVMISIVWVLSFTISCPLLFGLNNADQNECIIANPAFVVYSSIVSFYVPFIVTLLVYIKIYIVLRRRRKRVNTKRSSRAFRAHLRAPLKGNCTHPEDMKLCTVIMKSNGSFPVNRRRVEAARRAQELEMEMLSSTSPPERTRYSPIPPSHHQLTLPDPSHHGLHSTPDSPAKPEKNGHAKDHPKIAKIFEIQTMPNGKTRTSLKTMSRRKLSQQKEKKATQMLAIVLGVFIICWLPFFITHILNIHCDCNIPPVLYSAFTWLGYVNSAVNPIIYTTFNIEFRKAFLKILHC
#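 Compounds are added to dye-loaded, induced HEK293 T-REx cells coupled to calcium release via D2; after a 3 min kinetic read an EC80 dopamine stimulus is given and fluorescence is recorded for 3 more min.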
# LDHA inh = qHTS assay for inhibitors of human lactate dehydrogenase; L-lactate dehydrogenase A chain (Homo sapiens), P00338; purified LDHA, NADH/diaphorase-resazurin fluorescence; hits give low values; activity change, % (values are at about 110 or 230 µM); 0.15% of 480,000 active; AID 1347041, 2019; in the data active = activity change below about -30%; inconclusive = mostly about -25% to -30%;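 note: plate controls were DMSO wells for no effect and wells without enzyme for full effect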
#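 Enzyme activity of human lactate dehydrogenase 5 (2 nM; 0.06 mM NADH, 0.2 mM pyruvate, 5 min, RT) is measured via a resazurin/diaphorase fluorescence readout of residual NADH.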
# D2 ag = HTS Assay for Allosteric Agonists of the Human D2 Dopamine Receptor: Primary Screen for Agonists; AID 485358, 2010; 0.53% of 340,000 active; activation, % at 2 µM; HEK293 T-REx D2 cells, calcium flux agonist mode;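 active = activation over 3 SD above normal in the single-dose calcium agonist read, cut at about 30% in these data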; note: 0% is about no effect
#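 Tetracycline-induced HEK293 T-REx cells with force-coupled D2 receptor, plated overnight at 30 C, loaded with no-wash calcium dye. After a 10 s baseline, compound was pin-added and calcium flux read kinetically for 180 s; calcium rises flagged agonists.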
# ERG-DNA inh = qHTS for Small Molecule Inhibitors of the ERG Ets/DNA interaction; fluorescence polarization, His-ERG Ets domain / labelled DNA; Potency, µM (top dose mostly 76.9 µM), for the others: at the highest dose FP activity, negative = inhibition, usual class: inhibitors; 0.028% of 370,000 active; active = well fitted inhibition curve with a large enough effect in the polarisation, with a control signal flat; inconclusive = small, poorly fitted or top-dose-only effect, or effect the other way, or a change in a side signal; inactive = no such curve, though single readings can be large or run the other way; the % refers to the polarisation;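 note: polarization taken with two DNA probes labelled with fluorescein and Texas red; potency is the fitted concentration of half-maximal effect; % of control where 0% means no effect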
# Target sequence (P11308 whole entry, looked up, the tested form may be a part): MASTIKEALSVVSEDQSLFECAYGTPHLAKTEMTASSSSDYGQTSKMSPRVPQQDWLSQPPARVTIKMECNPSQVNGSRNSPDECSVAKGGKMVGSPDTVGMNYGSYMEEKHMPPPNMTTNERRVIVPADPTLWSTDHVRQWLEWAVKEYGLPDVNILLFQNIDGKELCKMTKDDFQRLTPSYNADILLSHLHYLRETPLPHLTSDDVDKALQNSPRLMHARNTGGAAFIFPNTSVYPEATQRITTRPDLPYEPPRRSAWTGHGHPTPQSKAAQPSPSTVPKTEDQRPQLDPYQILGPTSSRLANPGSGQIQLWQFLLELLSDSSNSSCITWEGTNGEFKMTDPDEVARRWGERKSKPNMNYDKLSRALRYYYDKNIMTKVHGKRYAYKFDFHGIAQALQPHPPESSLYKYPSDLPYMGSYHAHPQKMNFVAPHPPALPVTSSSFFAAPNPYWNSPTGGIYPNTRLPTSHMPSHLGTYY
#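 His-tagged ERG Ets domain (1 uM in the protein solution; 300mM KCl, 50mM Tris-HCl, 1mM EDTA, 1mM DTT, pH 7.5) received compound, then a probe mix of 5 nM fluorescein-DNA and 100nM Texas-615-DNA. Fluorescence polarization was read for both dyes.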
# 12-LOX inh = Primary qHTS assay for inhibitors of human arachidonate 12S-lipoxygenase (ALOX12): Round 2; Polyunsaturated fatty acid lipoxygenase ALOX12 (Homo sapiens), P18054; 1.1% of 580,000 active; AID 1671190, 2021; purified 12hLO, xylenol orange hydroperoxide absorbance; Potency, µM (titrated, usually from 108 µM), without a hit: at the top dose activity change, negative = inhibition, actives largely listed as inhibitors; note: potency is the fitted concentration of half-maximal effect; % is set by controls: 0 for no effect and ±100 for the full control effect
#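 Hydroperoxide product was detected by ferrous iron/xylenol orange as the 573 to 405 nm absorbance ratio. Arachidonic acid at 40 uM (final) was turned over for 30 min at room temperature by 150 nM human 12hLO, pH 7.0 Hepes buffer, after 15 min compound preincubation.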
# Vif-A3G inh = qHTS for Inhibitors of Vif-A3G Interactions: qHTS | HeLa A3G-eYFP + Vif (tagged APOBEC3G with the HIV-1 protein that degrades it), YFP fluorescence, overnight | AID 602310, 2012 | Potency, µM (doses to about 46.1 µM), without a hit: at the top dose activity, negative = active, most hits filed as inhibitors | 0.076% of 410,000 active;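 note: potency is the fitted concentration of half-maximal effect; % is set by controls: 0 for no effect and ±100 for the full control effect; nearly all actives have a fitted effect of over 60% in size; hits raise eYFP signal because A3G escapes Vif-driven loss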
#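 Read-out is eYFP fluorescence (Ex 488/Em 500-530) from Vif-expressing HeLa A3G-eYFP cells; more signal means A3G escaped Vif-mediated degradation. Cells plated overnight, compound pinned in, incubated overnight at 37 deg C.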
# Glioma ERSR ind = qHTS for Inducers of the Endoplasmic Reticulum Stress Response (ERSR) in Human Glioma: qHTS; U87-MG GRP78 promoter luciferase reporter, 16 h; Potency, µM, for the others: at the highest dose activation, most hits filed as activators; 0.02% of 420,000 active; note: potency is the fitted concentration of half-maximal effect; series mostly up to about 76 µM; % of control where 0% means no effect; nearly all actives have a fitted effect of over 35% in size
#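 ERSR induction read as luciferase luminescence (Bright-Glo, 10 min at room temperature) in stably transfected human U87-MG glioma cells exposed to compounds for 16 h, using GRP78 as sensor.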
# Vif-APOBEC3F blk = qHTS for Inhibitors of Vif-A3F Interactions: qHTS; 0.2% of 390,000 active; AID 602313, 2012; HeLa A3F-eYFP + Vif (tagged APOBEC3F with the HIV-1 protein that degrades it), YFP fluorescence increase; Potency, µM (series often up to 46.1 µM), for inactives: at the highest dose activity, negative = active; note: potency is the fitted concentration of half-maximal effect; % of control where 0% means no effect; nearly all actives have a fitted effect of over 65% in size
#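 Fluorescence increase (Ex 488/Em 500-530) after overnight compound treatment at 37 deg C flags inhibition of Vif-driven A3F-eYFP loss in stable HeLa A3F-eYFP/Vif cells seeded overnight beforehand.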
# RGS4 inhibitor = Inhibitors of Regulator of G Protein Signaling (RGS) 4: qHTS | 0.039% of 390,000 active | Transcreener GDP fluorescence polarization, RGS4-accelerated GTP hydrolysis | AID 504845, 2011 | Regulator of G-protein signaling 4 (Homo sapiens), P49798 | Potency, µM (doses to about 114 µM), without a hit: top-dose activity change, negative = inhibition, actives largely listed as inhibitors; note: potency is the fitted concentration of half-maximal effect; % is set by controls: 0 for no effect and ±100 for the full control effect; nearly all actives have a fitted effect of over 75% in size; some results filed as inactive show a strong effect at the top dose
#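 MLSMR compounds (23 nl, pin-transferred) preincubated 10 min at room temperature with a 500nM (2x) first reagent, then RGS4 at 900nM (2x) plus Transcreener GDP mix added; fluorescence polarization (620/688 nm) read before and after 90 min at 30 °C.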
# The depositor's hits bear a star; ? = inconclusive; · = no result given; & = joins results of further samples; [ ] = remark or other dose. Unless noted, calls come from the whole dose curve; as a rule, active = well fitted curve in the direction sought with a large enough effect; inconclusive = small, poorly fitted or top-dose-only effect, or another doubt; inactive = no such curve, though single readings can be large; an effect the other way counts as inactive or inconclusive. An excerpt, so the mix of outcomes need not match the whole.
SMILES,D2 antag,LDHA inh,D2 ag,ERG-DNA inh,12-LOX inh,Vif-A3G inh,Glioma ERSR ind,Vif-APOBEC3F blk,RGS4 inhibitor
COc1cc(-c2nc3ccc(C)cn3c2Nc2ccc3c(c2)OCCO3)ccc1O,-13,5,-2.7,-5%,-30%,-7%,-3%,-22%,-16%
Cc1ccc(NC(=O)CCc2nc3cccnc3n2-c2ccccc2)cc1,·,-14,-1.2,-6%,?,-1%,-3%,-6%,12%
O=C(O)c1ccn2c(C(=O)c3ccc(Cl)cc3)c(-c3ccccc3)cc2c1,14,-11,-1.4,-2%,66%[activator],-2%,-1%,-6%,-21%
CC(=O)c1ccc(N2CCN(CC(=O)Nc3cc(C)on3)CC2)cc1,-15,-8,-0.4,-6%,0%,1%,-1%,-2%,-7%
N#Cc1cccc(CN2C=NS(=O)(=O)c3ccccc32)c1,-8,-3,0.3,-14%,0%,-3%,0%,-1%,-1%
CC(=O)NC1CC2CCCC(C1)N2S(=O)(=O)c1ccccc1 (centres undefined),-17,1,0.0,1%,25%,-5%,-7%,3%,9%[56.9 µM]
CS(=O)(=O)Nc1ccc2c(c1)ncn2CCc1ccccc1,-14,-15,0.5,-9%,4%,1%,2%,5%,5%
O=C(Nc1c(-c2ccccc2)nc2ccccn12)c1ccco1,3,-4,0.2,-20%,0%,-4%,0%,9%,-23%
COc1ccc(CCC(C)NCCc2ccc(Cl)cc2Cl)cc1 (centres undefined),-15,-1,1.1,5%,?,-9%,-5%,-29%,-6%
COc1ccc(S(=O)(=O)NC(C)C(=O)NCCN2CCOCC2)cc1Cl (centres undefined),-13,-4,1.2,-1%,-5%,1%,0%,5%,-23%
Cc1ccc(S(=O)(=O)N2CCN(C(=O)CCC(=O)Nc3ccc(F)cc3F)CC2)cc1,·,-2,·,2%,11%,-4%,-4%,0%,-6%
Cc1cccnc1CN1CCN(C(=O)c2cc(COc3ccc4ncccc4c3)on2)CC1,-6,-6,1.0,8%,14%,0%,-4%,4%,0%
CCCCN1C(=O)C(O)(c2c(C)[nH]c3ccccc23)c2ccccc21 (centres undefined),·,0,-0.5,0%,?,-3%,-2%,8%,-23%
Clc1ccc2nc(CN3CCCCC3)cn2c1,1,-1,0.6,4%,7%,0%,-4%,-20%,6%
Cc1ccc(CNC(=O)C2CCCN(S(=O)(=O)c3c(C)[nH]c(=O)[nH]c3=O)C2)cc1 (centres undefined),3,-9,4.1,-21%,-13%,3%,-5%,-7%,-13%
O=C(O)Cc1sc(-c2ccc(Cl)cc2)nc1-c1ccccc1,·,-8,·,-7%,55%[activator],-7%,4%&10%,1%,-18%[56.9 µM]
Cc1ccc(-c2cc(-c3ccc(C)o3)nc(N)c2C#N)cc1,5,4,-0.7,12%,1µM*,?,4%,?,?
C[C@@]12C(=O)Nc3ccccc3C(=O)N1[C@H]1c3cc(Cl)ccc3OC[C@@H]1[C@@H]2c1ccccc1,·,6,·,2%,-8%,-29%,-3%,2%,5%
COc1cc(CN(CC2CCCO2)C(=O)c2cccs2)cc(OC)c1OC (centres undefined),-16,-13,-0.6,-14%,17%,2%,1%,4%,27%
COc1cccc(-c2nc(CS(=O)CC(=O)N3CCN(c4cccc(C(F)(F)F)c4)CC3)c(C)o2)c1 (centres undefined),·,1,-1.0,-7%,-29%,0%,-5%,-7%,-1%
CCN(CC)Cc1cc(C(=O)O)c(-c2ccccc2)o1,8,-2,1.0,-4%,?,1%,-4%,1%,-14%
CCc1cc2c(=O)[nH]cnc2s1,·,-9,·,-1%,17%,-2%,0%,2%,7%[11.4 µM]
CCOC(=O)[C@@H]1[C@H]2COc3ccccc3[C@@H]2N2C(=O)N(c3ccc(C)cc3)C(=O)[C@@]12C,·,-5,·,-1%,3%,5%,-2%,-4%,2%
CN(C)C(=O)CSc1nnc([C@H](Cc2c[nH]c3ccccc23)NC(=O)OC(C)(C)C)o1,-2,-1,0.4,0%,-5%,-1%,-3%,-12%,-28%
Cc1cccc(C(=O)NCC(=O)NC(C)c2ccc(-n3ccnc3)cc2)c1 (centres undefined),23,-6,0.0,9%,18%,-2%,-1%,-11%,15%
Cc1nnc(N2C(=O)C(=O)/C(=C(\O)c3ccc4c(c3)CC(C)O4)C2c2ccccc2)s1 (centres undefined),-3,-3,-1.0,10%,5%,-1%,-2%,-29%,3%
COc1cccc(NC(=O)C(=O)NCC(c2cccnc2)N2CCN(c3ccccc3)CC2)c1 (centres undefined),·,-17,-0.4,3%,4%,0%,-2%,7%,13%
Cc1nc2c(nnn2Cc2ccccc2Cl)c(=O)[nH]1,-22,1,-1.8,-3%,10%,0%,-3%,-18%,4%
CCOc1cc(/C=C/C(=O)O)ccc1OCCO,-5,0,-0.7,-4%,-9%,3%,-4%,3%,-94%[56.9 µM]
CC(C)(C)OC(=O)N/N=C\C=C\c1ccc2c(c1)OCO2,-1,-1,-0.7,-7%,-13%,3%,6%,0%,19%

# Brought forward from above: three compounds; new compounds follow.
SMILES,D2 antag,LDHA inh,D2 ag,ERG-DNA inh,12-LOX inh,Vif-A3G inh,Glioma ERSR ind,Vif-APOBEC3F blk,RGS4 inhibitor
Cc1nc2c(nnn2Cc2ccccc2Cl)c(=O)[nH]1,-22,1,-1.8,-3%,10%,0%,-3%,-18%,4%
CCOc1cc(/C=C/C(=O)O)ccc1OCCO,-5,0,-0.7,-4%,-9%,3%,-4%,3%,-94%[56.9 µM]
CC(C)(C)OC(=O)N/N=C\C=C\c1ccc2c(c1)OCO2,-1,-1,-0.7,-7%,-13%,3%,6%,0%,19%
COc1cc2c(cc1OC)C(C)N(C(=S)NC(=O)c1ccccc1)CC2 (centres undefined),11,-2,0.0,-1%,-16%,-1%,0%,-34%,?
O=C(CSc1nc2ccc(Cl)cc2[nH]1)Nc1ccc2c(c1)CCC2,5,5,0.7,4%,-23%,-14%,-2%,9%,-26%
N#Cc1c(NC(=O)/C=C/c2ccco2)sc2c1CCCC2,57*,5,0.1,·,35µM*,-54%,1%,-21%,?
O=S(=O)(NN=C1CCCCCCC1)c1ccc(Br)cc1,9,-7,0.0,-1%,6%,0%,-1%,-1%,-37%
Cc1cc(C(=O)N2CCN(c3cccc(Cl)c3)CC2)c2c(C)nn(-c3ccccc3Cl)c2n1,·,-1,-0.7,-3%,-23%,-5%,-3%,0%,1%
CCOC(=O)CSc1nc(-c2ccc(F)cc2)cc(C(F)(F)F)c1C#N,·,-13,0.4,-5%,1%,2%,-5%,0%,17%
CCc1cc2c(SCC(=O)Nc3ccc(Cl)cn3)ncnc2s1,-7,-3,-0.4,-5%,1%,1%,0%,1%,5%
CSc1ccccc1NC(=O)c1ccc(N2CCCC2=O)cc1,21,-10,0.1,1%,4%,-7%,13%,-3%,13%
COc1ccc(/C(N)=N/OC(=O)COc2ccccc2Cl)cc1,·,-7,·,-6%,25%,-4%,1%,-5%,4%
CC(=O)c1ccccc1NC(=O)c1cc(S(=O)(=O)N2CCOCC2)ccc1N1CCCC1,-1,-8,0.3,-17%,-11%,-1%,-3%,1%,-1%
C/C(CC(=O)NCc1ccco1)=N\NC(=O)Cc1ccc(-c2ccccc2)cc1,·,2,·,-1%,12%,-1%,-7%,?,-1%
COCCNC(=S)N/N=C/c1ccccc1C(=O)O,2,-2,-0.9,0%,-6%,1%,-7%,6%,3%
COc1cccc(C(=O)N=c2sc3cc(S(C)(=O)=O)ccc3n2C)c1,-20,-4,2.9,-6%,-1%,-5%,0%,-8%,2%
Cc1ccccc1CNC(=O)CSc1nnc(C)c2c(C)n(-c3ccccc3)nc12,·,0,-0.1,-1%,?,0%,1%,-13%,5%
CC(=O)c1cc(Cc2csc(C(C)=O)c2)cs1,5,-9,-0.7,·,-4%,-3%,-1%,-11%,17%
Cc1ccc(N(Cc2cc(=O)[nH]c3ccccc23)C(=O)CCl)c(C)c1,-3,-4,-1.7,?,?,-7%,-7%,2%,-18%
CC(C)CCNC(=O)C1CC(c2ccccc2[N+](=O)[O-])=NO1 (centres undefined),·,0,·,3%,?,-5%,0%,-8%,-7%
O=C(Nc1c(C(=O)Nc2ccccc2F)oc2ccccc12)c1cc2ccccc2o1,·,9,0.5,-2%,-17%,-6%,2%,-11%,5%
CCN(CC)CCNC(=O)/C(=N\O)c1ccccn1,-5,1,-0.7,-8%,-1%,4%,-3%,-11%,-7%[56.9 µM]
CC1CC=C2C(C#N)=C(N)C(C#N)(C#N)C(c3cccs3)C2C1 (centres undefined),7,12,1.5,-3%,·,1%,-3%,-14%,-46%
CCC(=O)NC(Nc1ncc(C)s1)(C(=O)OC)C(F)(F)F (centres undefined),-5,-4,-0.2,-4%,0%,0%,-6%,4%,19%
